b-catenin transl – modulators of beta-catenin nuclear translocation. 0.3% of 190,000 active. HeLa beta-catenin nuclear translocation, immunofluorescence imaging. nuclear translocation activity, % at 5 µM. AID 1665;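 active = nuclear translocation activity above 50% at 5 µM, with a well cell count of 50 or more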;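 note: per-cell ratio of nuclear to cytoplasmic median beta-catenin stain intensity; plate controls were DMSO negative control for no effect and GSK-3 inhibitor IX positive control for full effect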
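Assay system: human HeLa cells, native beta-catenin; doses: 5 µM primary, 0.02–20 µM confirmation; incubation: compound treatment 24 h, 37°C, 5% CO2; technique: fluorescence imaging of beta-catenin antibody stain plus DAPI; measure: % activation, nuclear-to-cytoplasmic median beta-catenin signal ratio per cell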
Myeloid diff MLP – promotes myeloid progenitor differentiation | ER-HoxA9 myeloid progenitors, lysozyme-GFP differentiation, flow cytometry | calls only at 10 µM | 1% of 360,000 active | AID 624256;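 active = normalized GFP-positive differentiation at or above the plate's own cutoff, the solvent-only control mean plus 3 SD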;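 note: cells exposed to compound for four days before flow analysis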
Lipid droplet – hepatic lipid droplet formation modulation; AML12 mouse hepatocytes, oleate lipid droplets, BODIPY imaging; inhibition, % at 6.5 µM; 0.4% of 240,000 active;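 active = lipid droplet intensity inhibited by at least 50%, with more than 500 cells counted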
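Assay system: AML12 mouse liver cells | Compound: 6.5 µM single-point dosing | Schedule: Overnight exposure | Technique: Fluorescence imaging, 20x objective, two fields per well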
Dynein cargo inh – blocks dynein driven cargo transport along microtubules; 3617.4 mouse cells, GR-EGFP nuclear translocation imaging; test concentration mostly 20 µM; stimulated with dexamethasone, 1 µM; stronger effect = lower value; z-score, hits read low; 0.47% of 220,000 active;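 active = plate z-score of nuclear minus cytoplasmic receptor signal below a set negative limit, without overly bright fluorescence or cell loss, cut at about -3.5 in these data, passing the limit was not always enough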;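 note: z-score of nuclear minus cytoplasmic ring GR-EGFP intensity difference per well; some compounds called inactive have numbers as strong as hits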
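Buffer or medium: tet-free, stripped-serum medium; Also added: dexamethasone, 1.0 µM final; Technique: high-content fluorescence imaging after fixation; Times: 48 h induction, 1 h compound, 30 min dex at 37 °C; Read-out: per-cell GR-EGFP intensity, nucleus versus surrounding cytoplasmic ring, well-averaged.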
PMI inhibitors – MPI enzyme activity inhibition – biochemical, fluorescence intensity, coupled assay, primary screen (AID 1209); purified PMI enzyme, coupled fluorescence intensity; higher % means a stronger effect; one-dose inhibition, % at 20 µM; IC50 in µM for titrated hits; 0.42% of 190,000 active; in the data active = inhibition above about 50%;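 note: plate controls were DMSO vehicle for no effect and wells lacking substrate for full effect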
T cell modulator – T cell immune modulators affecting CD8 T cell-vesicle binding; calls only at 7 µM; 0.068% of 330,000 active; 2C CD8+ T cell-vesicle binding, flow cytometry; stronger effect = lower value;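 active = response, share of CD8 T cells binding vesicles, and their 90th percentile fluorescence all below set limits, cut at about 80% in these data, passing the limit was not always enough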
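Benchmarks: naked versus QL9-loaded vesicles / Assay system: purified 2C TCR transgenic mouse naive CD8+ T cells / Technique: high-throughput flow cytometry with anti-B7-1 and anti-CD8 staining / Timing: Cell–vesicle co-incubation 1.5 h at 37 °C, staining 20 min on ice / Read-out: percent CD8+ FL2 mean versus row control / Probe or stimulus: QL9-loaded Drosophila micro-vesicles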
Ins promoter up – MIN6 insulin promoter up-regulation. 0.3% of 190,000 active. MIN6 insulin promoter-GFP reporter, high-content imaging; stronger effect = higher value. z-score at 5 µM;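 active = z-score above 3 at 5 µM with at least 500 cells counted in the well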
TNAP activators – human TNAP enzyme activators, primary screen, biochemical, luminescent, no phosphate acceptor, uHTS (AID 1001); one-dose activation fold at 20 µM; EC50 in µM for titrated hits; 0.03% of 200,000 active; purified TNAP, luminescent activation assay, no phosphate acceptor; higher activation fold means a stronger effect; in the data active = activation fold from about 3, or a potency from the dose series; inactive = the rest, 99 in 100 with activation fold below about 1.6; note: many of its hits are not listed in these tables
MT stabilizer – microtubule stabilizers in HeLa cells | HeLa tubulin immunostaining HCS, 24 h; share of cells brighter than vehicle mean+2SD | % tubulin-high responders, % at 10 µM | 0.83% of 200,000 active | AID 2205;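 active = plate Z-score above 3 for both tubulin-high and condensed-nucleus cell shares, with cell loss under 80%, at 10 µM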;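 note: anti alpha tubulin signal scored within the nucleus-defined area of each cell; some results filed as inactive read as strong as hits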
Dynein cargo inh cytoplasmic EGFP – also measured in Dynein cargo inh; calls as there; z-score; measured here: cytoplasmic GR-EGFP intensity; stronger effect = higher value
Dynein cargo inh nuclear GR-EGFP – further read-out of Dynein cargo inh, marked with its call; z-score; measured here: nuclear GR-EGFP intensity;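 lower value marks the stronger effect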
Dynein cargo inh cell count – also measured in Dynein cargo inh; calls as there; z-score; measured here: cell count per field
Ins promoter up cell count – recorded beside Ins promoter up, whose call it bears; cell count; measured here: cytotoxicity, nuclei count;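 total cells summed across four imaged fields per well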
Lipid droplet cells 6.5 µM – further read-out of Lipid droplet, marked with its call; cell count; measured here: cell count, cytotoxicity flag;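 cells counted across two imaged fields per well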
b-catenin transl cell count 5 µM – recorded beside b-catenin transl, whose call it bears; cell count; measured here: cell count, cytotoxicity flag
T cell modulator vesicle-bound % – recorded beside T cell modulator, whose call it bears; double positive events, %; measured here: CD8+ vesicle-bound cell fraction;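 binding gate set so that unloaded-vesicle control wells show 10% double positive cells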
MT stabilizer Hoechst-high % – further read-out of MT stabilizer, marked with its call; % Hoechst-high responders; measured here: nuclear condensation Hoechst responders;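 share of cells brighter than vehicle mean plus two SD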
MT stabilizer cytotoxicity % – second read-out of MT stabilizer, no call of its own (marks repeat the call); toxicity, %; measured here: cytotoxicity by cell density;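 0% = mean cell density of plate MIN control wells and 100% = no cells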
Myeloid diff MLP GFP+ MAC1+ % – second read-out of Myeloid diff MLP, no call of its own (marks repeat the call); GFP+ MAC1+ double positive, %; measured here: differentiation confirmed by MAC1 staining
An asterisk follows results filed as active.

For O=C(COc1ccc(S(=O)(=O)N2CCCCC2)cc1)N1CCCCCC1 the results were b-catenin transl -1.1, Myeloid diff MLP inactive, Lipid droplet -1, Dynein cargo inh 0.27, PMI inhibitors 7%, T cell modulator inactive, Ins promoter up 0.15, TNAP activators 1.1, MT stabilizer 2.0, Dynein cargo inh cytoplasmic EGFP -0.25, Dynein cargo inh nuclear GR-EGFP 0.33, Dynein cargo inh cell count -0.68, Ins promoter up cell count 933, Lipid droplet cells 6.5 µM 755, b-catenin transl cell count 5 µM 1104, T cell modulator vesicle-bound % 39, MT stabilizer Hoechst-high % 2.1, MT stabilizer cytotoxicity % 20 and Myeloid diff MLP GFP+ MAC1+ % 1.0.
Screening COc1ccc(S(=O)(=O)N2CCCCC2)cc1NC(=O)CN(C)C1CCCCC1 returned b-catenin transl -0.1, Myeloid diff MLP inactive, Lipid droplet -20, Dynein cargo inh 1.4, PMI inhibitors 4%, T cell modulator inactive, Ins promoter up 0.12, TNAP activators 1.1, MT stabilizer 1.6, Dynein cargo inh cytoplasmic EGFP -0.16, Dynein cargo inh nuclear GR-EGFP 0.61, Dynein cargo inh cell count -0.76, Ins promoter up cell count 1637, Lipid droplet cells 6.5 µM 698, b-catenin transl cell count 5 µM 1149, T cell modulator vesicle-bound % 3, MT stabilizer Hoechst-high % 1.1, MT stabilizer cytotoxicity % 4.2 and Myeloid diff MLP GFP+ MAC1+ % 0.2.
CC1=[N+]([O-])C(C)(C)C(c2ccc(Br)cc2)=[N+]1[O-] was read as b-catenin transl 1.1, Myeloid diff MLP inactive, Lipid droplet 24, Dynein cargo inh -0.6, PMI inhibitors 8%, T cell modulator inactive, Ins promoter up -0.47, TNAP activators 1, MT stabilizer 1.1, Dynein cargo inh cytoplasmic EGFP -0.3, Dynein cargo inh nuclear GR-EGFP -0.74, Dynein cargo inh cell count 1.3, Ins promoter up cell count 1233, Lipid droplet cells 6.5 µM 653, b-catenin transl cell count 5 µM 447, T cell modulator vesicle-bound % 31, MT stabilizer Hoechst-high % 5.5, MT stabilizer cytotoxicity % 6.1 and Myeloid diff MLP GFP+ MAC1+ % 0.4.
For CC(=O)Nc1cccc(-c2csc(Nc3ccc(C)cn3)n2)c1 the results were b-catenin transl 8.4, Myeloid diff MLP inactive, Lipid droplet 20, Dynein cargo inh -0.094, PMI inhibitors 14%, T cell modulator inactive, Ins promoter up -0.73, TNAP activators 1.1, MT stabilizer 6.0, Dynein cargo inh cytoplasmic EGFP -0.3, Dynein cargo inh nuclear GR-EGFP -0.22, Dynein cargo inh cell count 0.95, Ins promoter up cell count 1363, Lipid droplet cells 6.5 µM 693, b-catenin transl cell count 5 µM 1147, T cell modulator vesicle-bound % 25, MT stabilizer Hoechst-high % 2.7, MT stabilizer cytotoxicity % 4.3 and Myeloid diff MLP GFP+ MAC1+ % 0.8.
COc1ccc(NS(=O)(=O)c2cc(NC(=O)c3ccc(C)s3)ccc2N2CCOCC2)cc1 was read as b-catenin transl 1.1, Myeloid diff MLP inactive, Lipid droplet -27, Dynein cargo inh 1, T cell modulator inactive, Ins promoter up -1.6, Dynein cargo inh cytoplasmic EGFP -0.29, Dynein cargo inh nuclear GR-EGFP 0.44, Dynein cargo inh cell count 0.3, Ins promoter up cell count 995, Lipid droplet cells 6.5 µM 640, b-catenin transl cell count 5 µM 1261, T cell modulator vesicle-bound % 48 and Myeloid diff MLP GFP+ MAC1+ % 1.2.
`CCCc1[nH]nc2c1C(c1ccccc1OC)C(C#N)=C(N)O2` (stereo not drawn) gave b-catenin transl -8.2, Myeloid diff MLP inactive, Dynein cargo inh -0.43, PMI inhibitors 4%, T cell modulator inactive, Ins promoter up 1.2, TNAP activators 1.1, MT stabilizer 1.6, Dynein cargo inh cytoplasmic EGFP -0.17, Dynein cargo inh nuclear GR-EGFP -0.21, Dynein cargo inh cell count 0.77, Ins promoter up cell count 1269, b-catenin transl cell count 5 µM 997, T cell modulator vesicle-bound % 29, MT stabilizer Hoechst-high % 1.5, MT stabilizer cytotoxicity % 8.1 and Myeloid diff MLP GFP+ MAC1+ % 1.7.
For COc1ccc(N2CCN(C(=O)c3ccc4nc(N5CCCCC5)sc4c3)CC2)cc1 the results were b-catenin transl 1.6, Myeloid diff MLP inactive, Lipid droplet -19, Dynein cargo inh -0.094, PMI inhibitors 19%, T cell modulator inactive, Ins promoter up 2.2, TNAP activators 1, MT stabilizer 3.2, Dynein cargo inh cytoplasmic EGFP -0.22, Dynein cargo inh nuclear GR-EGFP 0.17, Dynein cargo inh cell count 0.16, Ins promoter up cell count 1908, Lipid droplet cells 6.5 µM 620, b-catenin transl cell count 5 µM 1068, T cell modulator vesicle-bound % 24, MT stabilizer Hoechst-high % 2.0, MT stabilizer cytotoxicity % 6.5 and Myeloid diff MLP GFP+ MAC1+ % 1.3.
For O=C1c2ccccc2C(Nc2ccccc2)N1c1cccnc1 (stereo not drawn) the results were b-catenin transl 5.6, Myeloid diff MLP inactive, Dynein cargo inh -0.4, PMI inhibitors 8%, T cell modulator inactive, Ins promoter up -0.12, TNAP activators 1.1, MT stabilizer 5.4, Dynein cargo inh cytoplasmic EGFP -0.14, Dynein cargo inh nuclear GR-EGFP -0.2, Dynein cargo inh cell count -0.16, Ins promoter up cell count 1070, b-catenin transl cell count 5 µM 1141, T cell modulator vesicle-bound % 7, MT stabilizer Hoechst-high % 4.5, MT stabilizer cytotoxicity % 1.5 and Myeloid diff MLP GFP+ MAC1+ % 2.2.
For COc1ccc(Br)c(C(=O)Nn2c(C)nc3ccccc3c2=O)c1 the results were b-catenin transl -3.6, Myeloid diff MLP inactive, Dynein cargo inh 1.9, PMI inhibitors 0%, T cell modulator inactive, Ins promoter up -0.43, TNAP activators 1.2, MT stabilizer 4.5, Dynein cargo inh cytoplasmic EGFP -0.19, Dynein cargo inh nuclear GR-EGFP 1.1, Dynein cargo inh cell count -1.2, Ins promoter up cell count 1671, b-catenin transl cell count 5 µM 956, T cell modulator vesicle-bound % 44, MT stabilizer Hoechst-high % 3.3, MT stabilizer cytotoxicity % 10 and Myeloid diff MLP GFP+ MAC1+ % 1.7.
CCC(=O)N1CCN(c2ccc(Cl)cc2NC(=O)c2cccc([N+](=O)[O-])c2)CC1 was read as b-catenin transl -1.1, Myeloid diff MLP inactive, Lipid droplet 6, Dynein cargo inh 0.91, PMI inhibitors 10%, T cell modulator inactive, Ins promoter up 0.29, TNAP activators 1.1, MT stabilizer 8.0, Dynein cargo inh cytoplasmic EGFP -0.29, Dynein cargo inh nuclear GR-EGFP 0.24, Dynein cargo inh cell count -0.48, Ins promoter up cell count 1328, Lipid droplet cells 6.5 µM 656, b-catenin transl cell count 5 µM 1050, T cell modulator vesicle-bound % 39, MT stabilizer Hoechst-high % 0.9, MT stabilizer cytotoxicity % 10 and Myeloid diff MLP GFP+ MAC1+ % 0.2.
`FC(F)Oc1ccc(NC(=S)NCC2COc3ccccc3O2)cc1` (stereo not drawn) gave b-catenin transl 3.5, Myeloid diff MLP inactive, Lipid droplet 9, Dynein cargo inh 0.023, PMI inhibitors 6%, T cell modulator inactive, Ins promoter up -0.35, TNAP activators 0.7, MT stabilizer 2.1, Dynein cargo inh cytoplasmic EGFP -0.3, Dynein cargo inh nuclear GR-EGFP -0.12, Dynein cargo inh cell count 0.35, Ins promoter up cell count 1302, Lipid droplet cells 6.5 µM 678, b-catenin transl cell count 5 µM 863, T cell modulator vesicle-bound % 40, MT stabilizer Hoechst-high % 3.9, MT stabilizer cytotoxicity % 6.5 and Myeloid diff MLP GFP+ MAC1+ % 0.3.
Nc1ccc(S(=O)(=O)Nc2ccccn2)cc1 was read as Myeloid diff MLP inactive, Lipid droplet -5, Dynein cargo inh 2.6, PMI inhibitors -14%, T cell modulator inactive, TNAP activators 1.1, MT stabilizer 2.5, Dynein cargo inh cytoplasmic EGFP -0.31, Dynein cargo inh nuclear GR-EGFP 1.6, Dynein cargo inh cell count 0.23, Lipid droplet cells 6.5 µM 706, T cell modulator vesicle-bound % 66, MT stabilizer Hoechst-high % 2.4, MT stabilizer cytotoxicity % 4.5 and Myeloid diff MLP GFP+ MAC1+ % 2.6.
For O=C(CSc1nc(O)c(-c2ccccc2)c(=O)[nH]1)N1CCOCC1 the results were b-catenin transl -2.6, Myeloid diff MLP inactive, Lipid droplet 4, Dynein cargo inh -0.41, PMI inhibitors -12%, T cell modulator inactive, Ins promoter up -0.36, TNAP activators 1, MT stabilizer 2.8, Dynein cargo inh cytoplasmic EGFP -0.38, Dynein cargo inh nuclear GR-EGFP -0.72, Dynein cargo inh cell count 0.9, Ins promoter up cell count 1003, Lipid droplet cells 6.5 µM 679, b-catenin transl cell count 5 µM 1035, T cell modulator vesicle-bound % 20, MT stabilizer Hoechst-high % 2.1, MT stabilizer cytotoxicity % 6.8 and Myeloid diff MLP GFP+ MAC1+ % 0.2.

Source: PubChem BioAssay
